Assay outcomes as filed in PubChem BioAssay.
GC-B act = GC-B (human) receptor activation. P20594. HEK293-GC-B cells, CNP EC30, cGMP TR-FRET; 0% at EC30 CNP, 100% saturating CNP. activation, % at 10 µM. hit rate 0.11% among 370,000. AID 1920062;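 active = activation at 10 µM reaching about 35% in either raw or pattern-adjusted values, limit read from the data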
Target sequence (P20594 whole entry, looked up): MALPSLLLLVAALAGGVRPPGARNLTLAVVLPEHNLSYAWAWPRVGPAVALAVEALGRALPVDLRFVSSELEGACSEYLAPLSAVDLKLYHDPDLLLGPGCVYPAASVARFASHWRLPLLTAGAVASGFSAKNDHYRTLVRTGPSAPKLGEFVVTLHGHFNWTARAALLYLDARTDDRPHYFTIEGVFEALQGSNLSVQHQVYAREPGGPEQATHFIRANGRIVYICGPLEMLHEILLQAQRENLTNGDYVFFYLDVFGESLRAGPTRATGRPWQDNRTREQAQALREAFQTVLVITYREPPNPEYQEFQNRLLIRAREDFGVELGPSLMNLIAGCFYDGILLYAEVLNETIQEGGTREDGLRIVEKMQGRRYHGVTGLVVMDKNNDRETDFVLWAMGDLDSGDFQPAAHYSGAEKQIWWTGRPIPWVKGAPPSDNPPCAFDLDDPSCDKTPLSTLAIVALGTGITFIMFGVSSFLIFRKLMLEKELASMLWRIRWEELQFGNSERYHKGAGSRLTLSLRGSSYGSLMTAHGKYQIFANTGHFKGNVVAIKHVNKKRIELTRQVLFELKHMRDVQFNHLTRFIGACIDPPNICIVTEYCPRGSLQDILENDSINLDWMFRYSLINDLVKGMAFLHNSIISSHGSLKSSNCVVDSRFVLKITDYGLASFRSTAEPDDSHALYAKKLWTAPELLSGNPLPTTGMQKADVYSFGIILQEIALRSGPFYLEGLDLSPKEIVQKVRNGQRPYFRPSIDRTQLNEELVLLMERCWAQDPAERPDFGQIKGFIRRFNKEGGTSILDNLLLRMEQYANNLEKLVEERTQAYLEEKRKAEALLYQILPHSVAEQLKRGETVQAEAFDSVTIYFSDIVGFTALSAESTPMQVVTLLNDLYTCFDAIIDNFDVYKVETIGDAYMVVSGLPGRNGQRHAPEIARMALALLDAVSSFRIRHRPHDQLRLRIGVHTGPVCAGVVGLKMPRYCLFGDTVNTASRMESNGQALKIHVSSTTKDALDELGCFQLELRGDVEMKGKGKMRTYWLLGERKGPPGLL
mABHD4 FP = inhibitors of mouse ABHD4; Q8VD66; inhibition, % at 8.92 µM; AID 720543; purified mABHD4, FP-Rh probe fluorescence polarization; hit rate 0.54% among 370,000;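 active = inhibition exceeding the mean over every tested compound plus 3 SD, cut at about 30% in these data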;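 also: 0% = plate median of compound wells and 100% = S159A mutant with DMSO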
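Assay system: Wild-type mouse ABHD4 protein | Medium: HEPES pH 7.0 buffer, 150 mM NaCl, 0.01% Pluronic F-127 | Incubation: Enzyme–compound pre-incubation 45 min, then probe 60 min, both 25 °C | Technique: Fluorescence polarization with parallel and perpendicular emission, 525/598 nm | Evaluation: % inhibition of FP-Rh probe binding versus controls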
HTRA1 inhibitor = inhibitors of human serine peptidase HTRA1; inhibition, % at 5.96 µM; hit rate 0.5% among 340,000; recombinant HTRA1, FP-rhodamine activity-based probe, fluorescence polarization; Q92743; in the data active = inhibition above about 36%;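 also: 0% = enzyme with DMSO and 100% = wells lacking enzyme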
GC-A act = GC-A (human) enzyme activation; P16066; HEK293 GC-A cells, cGMP TR-FRET, EC30 ANP; 0% at EC30 ANP, 100% saturating ANP; activation, % at 10 µM; hit rate 0.14% among 370,000; AID 1671463; in the data active = activation above about 40%
PG9 binder = small molecules binding HIV-1 gp120 antibody PG9. TR-FRET gp120-PG9 antibody binding. inhibition, % at 6.7 µM. hit rate 0.43% among 360,000; in the data active = inhibition above about 8.5%
rCAG binder = molecules binding r(CAG) RNA repeats | AID 651821 | inhibition, % at 3 µM | r(CAG) RNA repeat, TO-PRO-1 dye displacement fluorescence | hit rate 1.3% among 370,000;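 active = inhibition above the plate cutoff, the mean of all test compounds on that plate plus 3 SD, cut at about 35% in these data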;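 also: 0% = DMSO alone and 100% = 100 µM mitoxantrone as full dye displacement; higher means more dye released from RNA so lower well fluorescence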
NR1D1 modulator = modulators of human Rev-erb alpha DNA binding; Rev-erbα–FITC-DNA binding, fluorescence polarization, 90 min; activity, % at 10 µM; hit rate 0.79% among 370,000; AID 1259318;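 active = activity above about 14%, limit read from the data; passing the limit was not always enough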;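 also: 0% = DMSO wells with 35 nM protein and 100% = DMSO wells with 750 nM protein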
ASAP1 inh = inhibitors of human ASAP1 ArfGAP activity; ASAP1-stimulated ARF1 GTP hydrolysis, GDP FP detection; Q9ULH1; hit rate 0.19% among 360,000; AID 624377; inhibition, % at 16.5 µM; in the data active = inhibition above about 25%;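 also: 0% = vehicle with enzyme and substrate and 100% = no enzyme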
SMARCA2 activ = increases SMARCA2 function in MMTV reporter cells | AID 652017 | MG213 cells, MMTV-luciferase reporter, dexamethasone, overnight | activation, % at 9.1 µM | hit rate 1% among 370,000; in the data active = activation above about 7.8%;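 also: 0% = vehicle wells and 100% = reference activator wells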
ARFGAP1 inhibitor = rat ARFGAP1 inhibition; hit rate 0.26% among 360,000; Arfgap1-stimulated ARF1 GTP hydrolysis, GDP FP detection; inhibition, % at 16.5 µM; Q62848;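 active = inhibition above a per-plate limit, mean inhibition of low control wells plus 3 SD, cut at about 25% in these data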;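 also: 0% = DMSO wells with enzyme and 100% = wells lacking Arfgap1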
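system = rat Arfgap1 catalytic domain, aa 1-136 | technique = FP, GDP Alexa 633 tracer displaced from anti-GDP antibody, 620/688 nm | compound = one concentration, 16.5 µM, DMSO 1.26% | medium = HEPES-based buffer, pH 7.5 | timing = compound-enzyme preincubation 20 min, reaction 120 min, detection 60 min, 25 °C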
* marks the source's active call; other numbers are inactive results; nt = not tested or not shown.

(1) O=C(Nc1cccc(S(=O)(=O)N2CCCC2)c1)c1ccncc1
(2) CN1CCN(c2cc(C(F)(F)F)nc3ccc(F)cc23)CC1
(3) O=C(Nc1nccs1)Oc1ccccc1
(4) CCOC(=O)c1c(NC(=O)/C=C/C(=O)O)sc(C)c1-c1ccc(F)cc1
(5) CCCn1c(SCC(=O)c2ccc(CC)cc2)n[nH]c1=O
(6) CC(C)NC(=O)C1(C)CN(S(C)(=O)=O)CC(=O)N1Cc1cccc(F)c1 (stereo unspecified)
(7) O=C(NCCN1CCOCC1)C1CCN(S(=O)(=O)N2CCCCC2)CC1
(8) CCCn1c(=O)[nH]c(=O)c2c1nc(-c1ccc(C(F)(F)F)cc1)n2CCOC

assay / entry,1,2,3,4,5,6,7,8
ASAP1 inh,7,-1,-11,5,-1,-4,9,3
mABHD4 FP,3,3,6,8,2,-3,2,-1
GC-B act,2,-4,0,0,-2,4,1,2
ARFGAP1 inhibitor,6,2,7,4,17,10,4,0
SMARCA2 activ,-3,-2,0,-3,2,-2,-3,-1
PG9 binder,0.3,-1.5,0.3,0.7,3.3,-1.0,1.2,1.5
GC-A act,0,4,1,6,-1,2,5,-2
NR1D1 modulator,-3,-4,1,1,10,4,4,5
rCAG binder,2,-6,0,32,4,2,-6,1
HTRA1 inhibitor,-1,6,10,-7,-8,nt,-4,-4

Reprinted from the part before: 4 entries, followed by the next part.
(5) CCCn1c(SCC(=O)c2ccc(CC)cc2)n[nH]c1=O
(6) CC(C)NC(=O)C1(C)CN(S(C)(=O)=O)CC(=O)N1Cc1cccc(F)c1 (stereo unspecified)
(7) O=C(NCCN1CCOCC1)C1CCN(S(=O)(=O)N2CCCCC2)CC1
(8) CCCn1c(=O)[nH]c(=O)c2c1nc(-c1ccc(C(F)(F)F)cc1)n2CCOC
(9) Cn1c(C(=O)O)cnc1Sc1ncc(C(F)(F)F)cc1Cl
(10) CCN(Cc1ccccc1)Cc1c(F)cccc1F
(11) O=C(NNc1nc2c(F)cccc2s1)C1COc2ccccc2O1 (stereo unspecified)
(12) O=C(CC1CCCC1)NNC(=O)c1ccccc1O
(13) COC(=O)COc1c(Cl)cc(C(c2c(C)[nH][nH]c2=O)c2c(C)[nH][nH]c2=O)cc1OC
(14) CCCCNC(=O)/C(=C/c1ccco1)NC(=O)c1ccco1
(15) O=C1C(=O)N(CCN2CCOCC2)C(c2ccccn2)/C1=C(/O)c1ccc(Cl)cc1 (stereo unspecified)
(16) Oc1oc(-c2ccc(Br)cc2)nc1C=Nc1ccc(Br)cn1

assay / entry,5,6,7,8,9,10,11,12,13,14,15,16
ASAP1 inh,-1,-4,9,3,13,0,2,1,1,-2,2,15
mABHD4 FP,2,-3,2,-1,7,7,8,5,8,2,2,-4
GC-B act,-2,4,1,2,-1,-2,-2,4,3,3,-1,-1
ARFGAP1 inhibitor,17,10,4,0,-1,5,2,0,4,-6,-9,-10
SMARCA2 activ,2,-2,-3,-1,-1,-3,6,-3,-4,0,-2,-2
PG9 binder,3.3,-1.0,1.2,1.5,-2.7,-0.2,-1.5,0.6,2.1,1.6,0.7,-1.5
GC-A act,-1,2,5,-2,1,0,2,0,4,7,-1,1
NR1D1 modulator,10,4,4,5,-10,0,3,-4,2,4,-1,-4
rCAG binder,4,2,-6,1,0,2,0,3,9,-1,1,-1
HTRA1 inhibitor,-8,nt,-4,-4,2,-4,0,9,2,-4,2,-4

(17) CC(=O)C1CCC2C3CC(C)=C4CC(O)CCC4(C)C3CCC12C (stereo unspecified)
(18) CC(C)c1ccccc1NC(=O)C1CC(=O)N(C2CCCC2)C1 (stereo unspecified)
(19) COc1ccc(NC(=O)c2ccco2)c(NC(=O)Cc2cccs2)c1
(20) CCC(=NCCc1c(C)[nH]c2ccc(OC(F)(F)F)cc12)C1=C(O)CC(c2ccccc2)CC1=O (stereo unspecified)
(21) CC(C)=CCCC(C)CN1CCC(n2nccc2NC(=O)c2ccc3c(c2)OCO3)CC1 (stereo unspecified)
(22) O=C1NC(Cc2c[nH]c3ccccc23)C(=O)N1Cc1ccccc1 (stereo unspecified)
(23) O=S(=O)(c1ccc2c(c1)C(=NO)c1cc(S(=O)(=O)N3CCCCC3)ccc1-2)N1CCCCC1
(24) COc1ccc(NC(=O)NNC(=O)c2ccccc2-n2cccc2)cc1OC

assay / entry,17,18,19,20,21,22,23,24
ASAP1 inh,-12,6,-7,6,-19,-7,6,-5
mABHD4 FP,-14,-3,1,-4,0,-4,0,8
GC-B act,-4,1,6,-4,-10,6,-4,-4
ARFGAP1 inhibitor,1,7,-3,7,8,2,-8,-3
SMARCA2 activ,-4,-2,1,0,-1,8,8,-1
PG9 binder,0.6,-1.1,-0.4,0.4,-2.6,0.5,1.3,2.0
GC-A act,9,-3,0,-12,-1,0,-6,-1
NR1D1 modulator,4,-5,-2,-5,3,-6,-5,3
rCAG binder,1,-4,1,0,-9,1,8,-1
HTRA1 inhibitor,-14,-7,-2,-3,0,11,-6,-15

(25) COc1ccc(NC2CCCN(C(=O)CN3CCOC3=O)C2)cc1 (stereo unspecified)
(26) CC(=NNC(=O)CSc1nnc(-c2ccccc2)n1-c1ccccc1)c1cccc([N+](=O)[O-])c1
(27) O=C(Nc1ccc(CSc2ccccc2)cc1)c1ccccc1
(28) CN(c1ccccc1C(=O)Nc1ccc2ccccc2c1)S(C)(=O)=O
(29) CCOc1ccccc1/C=C(/NC(=O)c1ccccc1)C(=O)NC(C)c1ccccc1 (stereo unspecified)
(30) CNc1oc(-c2ccc(Cl)cc2)nc1P(=O)(c1ccccc1)c1ccccc1
(31) CC(=O)N(C)c1ccc(NC(=S)Nc2ccc(C(C)C)cc2)cc1
(32) Cc1ccc(C(=O)O/N=C(\N)Cc2cccs2)cc1[N+](=O)[O-]

assay / entry,25,26,27,28,29,30,31,32
ASAP1 inh,-2,nt,8,1,0,4,-6,1
mABHD4 FP,6,0,8,-7,-22,-1,2,-3
GC-B act,0,-9,4,2,-5,-11,3,-1
ARFGAP1 inhibitor,8,nt,6,0,-4,15,-10,-23
SMARCA2 activ,0,0,1,0,-5,-4,3,8.2*
PG9 binder,-1.2,nt,-1.4,-3.4,0.5,2.9,-1.2,-1.6
GC-A act,-1,-9,1,-4,-4,-2,5,1
NR1D1 modulator,-2,4,-9,-2,-3,9,4,0
rCAG binder,0,2,-1,-1,-4,-1,1,-3
HTRA1 inhibitor,3,nt,-1,nt,-3,-14,-2,-2

(33) Cc1ccc2cccc(OCC(=O)NCc3ccco3)c2n1
(34) COc1ccccc1Cc1c(-c2ccc(C#N)cc2)nc2ccc(C)cn12
(35) CCCc1nc2nc(C)c(NS(=O)(=O)c3ccc(C(C)(C)C)cc3)c(=O)n2[nH]1
(36) Cc1cccc(NC(=O)c2ccc(N3CCOCC3)c([N+](=O)[O-])c2)n1
(37) Cc1ccc(S(=O)(=O)N/N=C/c2ccccc2O)cc1[N+](=O)[O-]
(38) CC(=O)c1cccc(NC(=O)NC2CC(=O)N(c3ccc4c(c3)OCCO4)C2)c1 (stereo unspecified)
(39) CCOC(=O)c1c(CSc2ccccc2)n(C)c2cc(Br)c(OC)c(O)c12
(40) O=C(Nc1cc(S(=O)(=O)N2CCOCC2)ccc1N1CCOCC1)c1cc2c(s1)CCC2

assay / entry,33,34,35,36,37,38,39,40
ASAP1 inh,-4,-7,5,-8,14,-7,1,15
mABHD4 FP,1,-9,-4,1,8,-1,-7,0
GC-B act,-1,2,2,-5,8,-7,0,-2
ARFGAP1 inhibitor,-9,6,-1,7,14,10,-24,18
SMARCA2 activ,6,0,-2,1,-2,-3,-1,-3
PG9 binder,-1.4,-0.5,0.1,0.0,1.1,0.5,-3.4,-2.0
GC-A act,-3,0,1,2,2,2,-9,2
NR1D1 modulator,-5,1,-1,0,-6,0,-1,2
rCAG binder,2,9,26,-3,0,-1,3,-1
HTRA1 inhibitor,2,nt,4,1,1,2,-25,-8

(41) c1cncc(Nc2nc(-c3cccs3)cs2)c1
(42) O=C1Nc2ccccc2-n2nnnc2C1N1CCCN(Cc2ccc(F)cc2)CC1 (stereo unspecified)
(43) C=CCn1nc(-c2ccccc2)c(N2CCCCC2)cc1=O
(44) O=C(/C=C/c1ccnc2ccccc12)c1cccs1
(45) O=C(NC(=S)Nc1cccc(NC(=O)c2ccccc2Cl)c1)c1cccs1
(46) O=C(CCNC(=O)c1ccccc1Cl)NCCC1=CCCCC1
(47) O=C(O)CCOc1ccc2c(c1)OCCO2
(48) C[C@H](CO)N1C[C@H](C)[C@@H](CN(C)S(=O)(=O)c2cccs2)OCc2cn(nn2)CCCC1=O
(49) COc1ccc(CC(=O)OC2CCCN(C)C2)cc1 (stereo unspecified)
(50) CC(C)[C@H](NC(=O)[C@@H]1CCCN1)C(=O)N1CCC2CCN(S(=O)(=O)c3ccccc3)CC21 (stereo partly specified)

assay / entry,41,42,43,44,45,46,47,48,49,50
ASAP1 inh,nt,10,-10,0,3,1,6,5,-1,nt
mABHD4 FP,nt,3,-8,-6,-5,5,-3,-1,4,4
GC-B act,-6,1,1,-15,2,1,2,2,-5,13
ARFGAP1 inhibitor,nt,-11,-19,-7,6,3,1,5,10,nt
SMARCA2 activ,nt,-3,0,6,4,-1,0,-2,-3,-5
PG9 binder,nt,-1.5,-0.6,-1.0,-2.0,0.0,0.4,-0.8,-2.7,nt
GC-A act,7,-1,2,-5,0,-3,2,2,2,4
NR1D1 modulator,-1,2,1,2,3,-4,-4,0,1,-5
rCAG binder,nt,2,-7,6,6,-1,-1,2,-2,2
HTRA1 inhibitor,-3,nt,-3,-2,-17,1,3,-3,-3,nt
